Screening results from PubChem.
ERAP1 HTS inh – human ERAP1 aminopeptidase inhibitors, primary screen, biochemical, single point, plate reader; Endoplasmic reticulum aminopeptidase 1 (Homo sapiens), Q9NZ08; recombinant ERAP1, Leu-AMC fluorescence, 60 min; inhibition, % at 10.7 µM; 0.15% of 340,000 active;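 active means mean replicate inhibition of at least 30%, or all replicates individually reaching that 30% level; inactive means mean below 30% and not every replicate reaching it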;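 further: 0% = neutral control wells and 100% = L-leucinethiol positive control wells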
Target sequence (Q9NZ08 whole entry, looked up): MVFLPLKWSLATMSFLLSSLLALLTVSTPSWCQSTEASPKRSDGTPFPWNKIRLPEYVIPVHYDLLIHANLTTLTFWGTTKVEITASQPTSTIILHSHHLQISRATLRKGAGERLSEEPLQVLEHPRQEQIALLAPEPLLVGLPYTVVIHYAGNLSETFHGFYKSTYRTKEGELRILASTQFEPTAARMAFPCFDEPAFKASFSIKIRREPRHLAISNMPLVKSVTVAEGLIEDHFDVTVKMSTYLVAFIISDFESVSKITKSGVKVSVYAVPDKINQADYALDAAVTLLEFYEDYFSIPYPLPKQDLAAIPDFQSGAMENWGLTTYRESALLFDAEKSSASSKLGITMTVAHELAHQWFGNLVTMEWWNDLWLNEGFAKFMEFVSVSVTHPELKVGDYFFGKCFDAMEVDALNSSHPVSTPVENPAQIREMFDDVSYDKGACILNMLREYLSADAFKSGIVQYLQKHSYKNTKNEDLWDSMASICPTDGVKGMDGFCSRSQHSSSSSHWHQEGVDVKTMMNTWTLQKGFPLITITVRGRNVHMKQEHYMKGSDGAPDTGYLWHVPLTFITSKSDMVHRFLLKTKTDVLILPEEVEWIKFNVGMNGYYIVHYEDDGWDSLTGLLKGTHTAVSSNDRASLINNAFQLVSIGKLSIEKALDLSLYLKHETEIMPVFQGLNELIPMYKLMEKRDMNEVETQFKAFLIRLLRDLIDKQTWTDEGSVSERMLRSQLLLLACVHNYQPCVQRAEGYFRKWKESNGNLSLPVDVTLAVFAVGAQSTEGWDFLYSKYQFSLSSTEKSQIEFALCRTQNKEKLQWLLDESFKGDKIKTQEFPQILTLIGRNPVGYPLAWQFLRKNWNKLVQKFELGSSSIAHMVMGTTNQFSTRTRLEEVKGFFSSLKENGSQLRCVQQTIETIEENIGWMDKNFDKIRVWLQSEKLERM
PGC1a acetyl inh – inhibitors of PGC1a acetylation signal, primary screen, cell-based, U2OS, AlphaScreen, inhibitor mode; 0.17% of 350,000 active; AlphaScreen anti-acetyl-lysine; with virally co-expressed GCN5 acetyltransferase; inhibition, % at 15.6 µM;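 active means every replicate shows inhibition of at least 40%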;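 further: 0% = neutral control wells and 100% = positive control wells; some results beyond the cut were filed as inactive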
Statin myotox sup – suppressors of statin myotoxicity in C2C12 myotubes, primary screen, cell-based, single point, plate reader; 0.78% of 330,000 active; C2C12 myotubes + simvastatin, ATP luminescence, 48 h; scaled: DMSO 0, geranylgeraniol control 100; AID 602340, 2012; rescue of ATP level, % at 7.49 µM;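 active means mean ATP rescue above about 67%, or every replicate alone reaching that limit, limit read from the data, passing the limit was not always enough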;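 further: myotubes were challenged with 10 µM simvastatin during compound exposure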
Cneo AK release – Cryptococcus neoformans cell lysis inducers, primary screen, AK release luminescence, single concentration; C. neoformans lysis, adenylate kinase release luminescence, 4 h; normalised: neutral wells 0, clomiphene wells 100; lysis activity, % at 15 µM; 0.2% of 360,000 active; AID 651654, 2012;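 active means mean lysis activity across replicates of at least 80%, whatever share of replicates individually reach that level; inactive means mean lysis activity below 80%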
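Assay system: log-phase C. neoformans yeast / Quantity: yeast cell density of 5 × 10^6 cells/mL / Medium: fresh YPD growth medium / Compound: single dose / Timing: static 4 h at 37 °C with compound, 1 h detection / Measured by: adenylate kinase release luminescence / Read-out: lysis from increased AK signal / Benchmarks: Clomiphene as positive lysis control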
LGR2 inh – inhibitors of bursicon-induced LGR2 CRE-luciferase signal, primary screen, cell-based, HEK293, CRE-luciferase reporter, bursicon stimulation; Drosophila bursicon receptor LGR2 (rickets); bursicon-stimulated, 4 h; inhibition, % at 9.99 µM; 0.35% of 380,000 active;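 active means drop in luminescence signal, shown as inhibition above about 50% in the replicate tests, limit read from the data, passing the limit was not always enough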;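 further: agonist challenge used bursicon conditioned medium at about half maximal strength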
S100A4 MyoIIA – inhibitors of S100A4-myosin IIA peptide binding, primary screen, biochemical, fluorescence polarization, TAMRA-MyoIIA peptide. Protein S100-A4 (Homo sapiens), P26447. inhibition, % at 10.7 µM. 0.14% of 360,000 active;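 active means mean inhibition of at least 70% across replicates, with every replicate also reaching that level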
Target sequence (P26447 whole entry, looked up): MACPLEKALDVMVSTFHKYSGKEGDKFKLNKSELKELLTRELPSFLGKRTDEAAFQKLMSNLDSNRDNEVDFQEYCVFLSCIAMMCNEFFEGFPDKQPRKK
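Test system: S100A4 monomer protein; Medium: HEPES pH 7.2 with CaCl2, KCl, NaCl, DTT, Triton; Probe or stimulus: TAMRA-labelled myosin IIA heavy-chain peptide probe, 5 nM; Doses: one dose per compound; Times: polarization read 5 min after assay mix addition, stable 5–60 min; Benchmarks: neutral control DMSO, positive control TFP.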
XiGFP reactiv – activators of inactive X chromosome reactivation, primary screen, imaging, XiGFP fibroblasts, GFP high-content imaging, set 2 | XiGFP mouse fibroblasts, % GFP-positive cells imaging, 3 d; cells co-treated with 5-aza-dC sensitizer; scaled so ellipticine positive control = 100% | activation, % at 7.58 µM | 0.055% of 360,000 active;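 active means mean normalized replicate activation at least 10% and every replicate at or above 10%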;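 further: 0% = median of on-plate neutral control wells and 100% = ellipticine 6 µM median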
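Material: SV40-immortalized XiGFP fibroblast cells, line 68-5-11 | Buffer or medium: DMEM containing 5-aza-dC | Dosing: One concentration, pinned | Times: 3 d treatment, 15 min room-temperature fixation | Controls: Ellipticine 6 µM positive control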
SIRT5 block – SIRT5 desuccinylase inhibitors, primary screen, biochemical, fluorescence imaging, single point, set 5; NAD-dependent protein deacylase sirtuin-5, mitochondrial (Homo sapiens), Q9NXA8; Purified SirT5, succinyl-peptide AMC, trypsin-coupled fluorescence; inhibition, % at 15 µM; 1.1% of 330,000 active; AID 652115, 2013; in the data active means inhibition above about 15%
Numbers without * were called inactive; . = not tested or not shown. Some of the compounds tested; count on the stated rates, not on these rows.

SMILES | ERAP1 HTS inh | PGC1a acetyl inh | Statin myotox sup | Cneo AK release | LGR2 inh | S100A4 MyoIIA | XiGFP reactiv | SIRT5 block
COc1cccc(CN(C)C(=O)CSC(C)C(=O)Nc2cc(C)on2)c1OC (configuration not stated) | 1.8 | . | 12.0 | 3.8 | -2.3 | -4.9 | -0.1 | -5.7
O=C(NCCc1ccccc1)C1CCC(Cn2c(=O)c3ccccc3n(Cc3cccc(Cl)c3)c2=O)CC1 (configuration not stated) | 2.8 | -2.9 | 6.1 | -0.9 | -3.4 | -0.4 | -0.1 | -2.7
Cc1noc(C)c1S(=O)(=O)N(C)C[C@H]1Oc2ccc(NS(=O)(=O)c3ccccc3)cc2CC(=O)N([C@@H](C)CO)C[C@@H]1C | 3.6 | 3.2 | 8.8 | 2.1 | 21.8 | -5.7 | 0.2 | -3.7
CN1CCN(C(=O)C[C@@H]2CC[C@@H]3[C@H](COC[C@@H](O)CN3CC3CCOCC3)O2)CC1 | . | -6.0 | 11.6 | 2.1 | -7.7 | . | 0.1 | .
COc1ccc(OC)c(CC(=O)Nc2cc(S(=O)(=O)N3CCCCC3)ccc2C)c1 | -2.9 | -1.1 | -12.2 | -1.3 | 2.7 | 0.5 | 0.1 | -2.7
O=C(c1cc2ccccc2o1)N1CCN(Cc2ccccc2)CC1 | 3.1 | . | 7.0 | 2.7 | -4.7 | 13.5 | 0.2 | -2.3
NC(=O)c1c(NC(=O)CN2CCN(S(=O)(=O)c3ccccc3)CC2)sc2c1CCC2 | 1.7 | . | 0.6 | 4.0 | -0.7 | 0.2 | 0.1 | -4.9
Cc1ccc(C)c(S(=O)(=O)N2CCN(C(=O)c3ccc(N4CCCC4)c([N+](=O)[O-])c3)CC2)c1 | -1.8 | . | 5.1 | 2.2 | -4.2 | -1.0 | 0.3 | -0.7
CN(C)C(=O)C[C@@H]1CC[C@H]2[C@@H](COC[C@H](O)CN2C(=O)C2CCCC2)O1 | -1.2 | 4.7 | 9.0 | 3.2 | -6.0 | 14.0 | 0.1 | -3.4
COCc1cn(CC[C@@H]2CC[C@H](NC(=O)Nc3ccc4c(c3)OCO4)[C@H](CO)O2)nn1 | -5.7 | 1.8 | 2.0 | 58.6 | 7.1 | 7.5 | 1.0 | 6.1
CN1C(=O)c2cc(NC(=O)Cc3cccs3)ccc2OC[C@H]2O[C@@H](CC(=O)NCCCN3CCOCC3)CC[C@H]21 | 0.0 | -0.6 | -0.6 | 1.3 | 4.8 | 5.6 | 0.0 | 4.8
C[C@@H]1CN([C@H](C)CO)C(=O)c2cccc(NC(=O)c3nc4ccccc4s3)c2O[C@@H]1CN(C)Cc1ccncc1 | -9.3 | 8.0 | 5.0 | -1.4 | -20.0 | -13.1 | -0.1 | -3.0
CCN(C[C@H]1N[C@@](CC)(C(=O)OC)[C@H]2C(=O)N(Cc3ccccc3)C(=O)[C@@H]12)S(=O)(=O)c1ccc(C(F)(F)F)cc1 | . | -8.2 | -6.2 | 1.2 | 10.6 | 1.3 | 0.5 | .
COC(=O)c1ccc2c(=O)n(-c3ccc(OC)cc3)c(=S)[nH]c2c1 | 1.2 | -38.8 | 7.8 | 2.2 | 3.8 | -0.4 | 0.6 | 2.5
COc1ccc(Cl)cc1NC(=S)NCCO | . | 6.0 | . | . | -3.7 | -0.5 | 0.0 | .
O=C(O)C1CCC(=O)N(C2CCCCC2)C1c1ccccc1Cl (configuration not stated) | 0.1 | -1.5 | 5.7 | 7.1 | -9.5 | 2.6 | 2.1 | -1.7
CC(=O)Nc1ccc(SC[C@H](CC(C)C)N2CCN(CCc3ccccc3)CCC2=O)cc1 | 0.0 | 6.0 | 2.9 | 5.3 | -12.7 | 0.1 | 0.0 | 1.7
O=C1CCCN1CCCNC(=S)Nc1ccc(Cl)cc1Cl | -3.4 | -14.7 | -0.9 | -1.5 | 2.2 | 3.3 | 0.4 | -3.4
O=C(Nc1cnc2ccccn2c1=O)c1ccc(Cl)cc1 | . | -10.1 | 23.9 | 0.4 | -16.1 | . | . | .
O=C(C[C@H]1CC[C@H]2[C@@H](COC[C@H](O)CN2C(=O)Nc2ccc(Cl)c(Cl)c2)O1)NCc1ccncc1 | 0.5 | 10.8 | -29.2 | -1.1 | 5.6 | 7.2 | 0.0 | 2.3

Three compounds already listed, arranged by number of heavy atoms, rising:
SMILES | ERAP1 HTS inh | PGC1a acetyl inh | Statin myotox sup | Cneo AK release | LGR2 inh | S100A4 MyoIIA | XiGFP reactiv | SIRT5 block
COc1ccc(Cl)cc1NC(=S)NCCO | . | 6.0 | . | . | -3.7 | -0.5 | 0.0 | .
O=C(O)C1CCC(=O)N(C2CCCCC2)C1c1ccccc1Cl (configuration not stated) | 0.1 | -1.5 | 5.7 | 7.1 | -9.5 | 2.6 | 2.1 | -1.7
C[C@@H]1CN([C@H](C)CO)C(=O)c2cccc(NC(=O)c3nc4ccccc4s3)c2O[C@@H]1CN(C)Cc1ccncc1 | -9.3 | 8.0 | 5.0 | -1.4 | -20.0 | -13.1 | -0.1 | -3.0

(next part)
SMILES | ERAP1 HTS inh | PGC1a acetyl inh | Statin myotox sup | Cneo AK release | LGR2 inh | S100A4 MyoIIA | XiGFP reactiv | SIRT5 block
COc1ccc(NC(=O)N(C)C[C@H]2Oc3c(NC(=O)NC4CCCCC4)cccc3C(=O)N([C@@H](C)CO)C[C@H]2C)cc1 | 5.1 | 8.1 | -14.4 | 53.4 | 17.3 | -6.6 | -0.9 | 2.5
Cc1c(S(=O)(=O)NC(C)c2ccccc2)c(=O)n(C)c(=O)n1C (configuration not stated) | 2.2 | . | 7.1 | 1.8 | 14.1 | -2.2 | 0.2 | -2.0
O=C(c1cc(-c2ccc(F)cc2)on1)N1CCCC1 | . | -8.6 | 27.0 | -1.9 | 23.1 | . | . | .
COc1ccc(N2CCN(Cc3cc(=O)oc4ccc5ccccc5c34)CC2)cc1 | . | -4.6 | -4.9 | 4.2 | 3.2 | . | . | .
COc1ccc2c3c([nH]c2c1)[C@@H](CO)N(Cc1ccccc1F)CC31CCN(C(=O)C2CCOCC2)CC1 | 1.4 | . | . | . | 0.5 | 2.2 | 0.2 | -2.0
CCC(=O)N1C[C@@H](C)[C@@H](OC)CN(C)C(=O)c2ccc(NC(=O)NC(C)C)cc2OC[C@H]1C | -1.9 | 11.0 | 3.0 | -1.0 | 14.6 | 0.5 | 0.0 | -4.2
CCN(C(=O)COC(=O)COc1ccc2c(c1)CCC2)c1c(N)n(Cc2ccccc2)c(=O)[nH]c1=O | 3.1 | . | 14.9 | 0.1 | 13.7 | -2.7 | 0.4 | -3.7
CC(OC(=O)Cc1ccc(Cl)cc1)C(=O)NC1CCCCC1C (configuration not stated) | -0.8 | . | -1.6 | 0.3 | -3.1 | -1.4 | 0.0 | -6.5
CC(OC(=O)CCN1C(=O)C2CC=CCC2C1=O)C(=O)Nc1cccc(Cl)c1 (configuration not stated) | 1.7 | . | . | . | 7.4 | -5.2 | 0.0 | 0.0
CCCN(CC(=O)Nc1ccccc1OC)C(=O)c1ccccn1 | -1.3 | 2.4 | 1.7 | 2.4 | 7.8 | -3.4 | 0.1 | .
CC(C)C#Cc1ccc([C@H]2[C@@H](C#N)N(C(=O)C3CC3)[C@H]2CO)cc1 | 3.1 | -0.4 | 3.9 | 46.2 | 5.0 | 25.0 | 0.3 | 1.1
CC(NC(=O)N1CCN(c2ccccc2F)CC1)c1ccc(F)c(F)c1 (configuration not stated) | 0.3 | . | 11.2 | 5.7 | -9.2 | 0.9 | 0.7 | 2.2
CNC(=S)N/N=C/C1=CCC2CC1C2(C)C (configuration not stated) | 1.5 | . | . | . | 1.0 | -7.5 | 0.1 | 0.0
CCC(C)NC(=O)NC(=O)CSc1nnc(-c2ccccc2F)n1C1CC1 (configuration not stated) | 1.9 | -16.4 | 11.0 | 0.0 | -12.2 | -4.0 | 0.3 | 0.6
COc1cccc(S(=O)(=O)N2CCCCN3[C@H](CO)[C@H](c4ccc(C#CCC(C)C)cc4)[C@H]3C2)c1 | -3.0 | -23.7 | 0.6 | 3.2 | -1.7 | -2.6 | 0.0 | 6.9
CS(=O)(=O)N1C[C@@H](O)COC[C@H]2O[C@H](CC(=O)NCCc3ccncc3)CC[C@@H]21 | -2.5 | 5.0 | -2.8 | 1.3 | 1.8 | 4.9 | 0.0 | -2.3
CCOc1ccc(S(=O)(=O)Nc2cccc(Cl)c2)cc1 | . | -5.7 | 5.5 | 3.8 | 16.8 | . | . | .
c1ccc(C2=NNC(c3ccco3)=Nc3ccccc32)cc1 | -0.4 | -4.4 | . | . | 18.3 | -8.5 | 0.0 | -5.2
OC[C@@H]1[C@@H](c2ccccc2)C2(CN(CCC(F)(F)F)C2)N1Cc1ccccc1 | -0.8 | -21.1 | . | . | 24.1 | -2.6 | 0.3 | -0.8
COCCNC(=O)c1cc2cc3ccc(OC)cc3nc2o1 | 3.6 | 0.6 | -11.1 | -0.4 | -17.1 | -22.8 | -0.1 | -108.7
NCCCC[C@H]1CNC(=O)C(=O)N1CCc1cccc(F)c1 | 2.8 | . | 3.7 | 7.0 | 3.1 | 3.3 | 0.0 | -8.7
CC(C)CN1C(=O)c2ccc(NC(=O)c3ccco3)cc2C1=O | . | 4.8 | . | . | -65.6 | -2.5 | 0.1 | -1.1
O=C(NCc1cccnc1)c1csc([C@H]2C[C@H](O)[C@@H](CO)O2)n1 | -1.0 | -0.2 | -8.5 | 2.6 | -11.5 | 4.4 | 0.0 | -3.3
Cc1cccc(/C=N/NC(=O)Cc2ccc(Cl)cc2)c1O | 0.3 | 9.5 | 7.4 | -1.5 | 20.2 | -0.7 | 0.1 | 0.0
CN(C)CC[C@@H](c1ccc(Cl)cc1)c1ccccn1 | -2.8 | -9.0 | 1.0 | 0.9 | -19.9 | -0.1 | 0.0 | -3.4
Cc1cc(NC(=O)CSc2nc(C)c(C)n2CC(C)C)no1 | 0.3 | 2.8 | -4.7 | -1.1 | -3.7 | 2.8 | 0.1 | 9.1
Cn1cccc1/C=N/NC(=O)C(O)c1ccccc1 (configuration not stated) | 2.5 | 8.0 | 1.6 | -1.8 | 13.9 | -7.8 | 0.0 | -2.6
CS(=O)(=O)Nc1ccc2c(c1)[C@H]1C[C@@H](CC(=O)O)O[C@@H](CO)[C@H]1O2 | -1.1 | -9.0 | . | . | -15.3 | 1.4 | 0.1 | -0.3
CCC(C)C1C(C#N)=C(N)Oc2n[nH]c(-c3ccccc3)c21 (configuration not stated) | . | 0.6 | 9.2 | 3.2 | 13.8 | -5.4 | -0.1 | .
